mec2-1: NCI yeast anticancer drug screen, S. cerevisiae mec2-1 strain. growth inhibition, % at 50 µM. 79,000 compounds, 9% hits;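 also: 0% = growth of vehicle-only cultures of the same strain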
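Cells of the genetically defined mec2-1 yeast strain are incubated with test compound. Inhibition of growth is calculated against vehicle-treated controls.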
mlh1 rad18: NCI yeast anticancer drug screen, S. cerevisiae mlh1 rad18 strain; 79,000 compounds, 11% hits; growth inhibition, % at 50 µM;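 also: 0% = growth of vehicle-only cultures of the same strain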
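Genetically defined yeast (DNA repair-deficient) exposed to compounds; growth inhibition determined relative to vehicle.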
sgs1 mgt1: NCI yeast anticancer drug screen, S. cerevisiae sgs1 mgt1 strain | 78,000 compounds, 10% hits | % growth inhibition at 50 µM;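 also: 0% = growth of vehicle-only cultures of the same strain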
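Compounds are added to genetically altered yeast, and growth is compared with cultures given vehicle alone to give percent inhibition.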
yeast rad50: NCI yeast anticancer drug screen, S. cerevisiae rad50 strain | growth inhibition, % at 50 µM | 79,000 compounds, 10% hits;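 also: 0% = growth of vehicle-only cultures of the same strain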
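Readout: growth inhibition relative to vehicle-treated cultures. Compound exposure was carried out in a genetically defined yeast strain deficient in DNA damage repair.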
bub3: NCI yeast anticancer drug screen, S. cerevisiae bub3 mutant strain; % growth inhibition at 50 µM; 78,000 compounds, 9.9% hits; AID 167, 2004;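 also: 0% = growth of vehicle-only cultures of the same strain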
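Yeast carrying a defined mutation is treated with each compound, and growth is compared with that of vehicle-exposed cells to give inhibition.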
cln2 rad14: NCI yeast anticancer drug screen, S. cerevisiae cln2 rad14 strain. growth inhibition, % at 50 µM. 78,000 compounds, 8.3% hits;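 also: 0% = growth of vehicle-only cultures of the same strain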
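Growth of compound-exposed yeast (cln2 rad14 genotype) measured and expressed as inhibition relative to vehicle.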
* hit, by the source's call; · = not tested or not shown; & = joins results of further samples. Rule as the data show it: active = growth inhibition above about 70%; inactive = the rest.

SMILES	mec2-1	mlh1 rad18	sgs1 mgt1	yeast rad50	bub3	cln2 rad14
N=C1N=Nc2nc(CC(=O)c3ccc(Cl)cc3Cl)c(O)n21	-8	-38	1	-10	-12	-32
Cc1ccc(S(=O)(=O)n2cnc(CC(NC(=O)C3CCC(=O)N3C(=O)OCc3ccccc3)C(=O)N3CCCC3C(=O)NN)c2)cc1 (stereo not given)	-43	-18	-31	-39	-31	-10
COc1ccc(NC(=O)OC(C)C)c(OC)c1	6	-11	-21	-3	18	45
COc1ccc(C(=O)C(c2ccc(OCc3ccccc3)cc2)c2ccc(OCc3ccccc3)cc2)cc1	-36	-6	-6	5	-26	27
COc1ccc2nc(NCN3C(=O)c4ccccc4C3=O)sc2c1	-4	-6	-19	5	10	27
CC1(C)C(CC(=O)O)CC1C(=O)O (stereo not given)	-1	-1	-27	10	-35	11
CC(=O)Oc1cc2c(cc1C(NC(N)=O)c1ccc3c(c1)OCO3)OCO2 (stereo not given)	3	12	2	2	16	-11
CCOc1ccc(N=C2NC(=O)C(CC(=O)Nc3ccccc3[N+](=O)[O-])S2)cc1 (stereo not given)	-22	-29	-45	-45	-9	-12
COc1ccc2nc3cc(Cl)ccc3c(NC(C)CCCN(C)C)c2n1 (stereo not given)	43	65	64	45	46	31
Cc1[nH]c(=O)oc1C	6	-1	-1	-8	5	3
O=C1c2ccccc2C(=O)c2cc(N=Nc3c(O)ccc4ccccc34)ccc21	36	2	-6	2	3	4
CCSc1cc2c(cc1O)CC[C@@H]1[C@@H]2CC[C@]2(C)[C@@H](O)CC[C@@H]12	-18	-28	-7	-7	22	-8
CC(C)(S)C(N)C(=O)O (stereo not given)	-18&3&-9	4&9&7	3&-11&-10	21&-14&-12	25&-1&-14	3&45&-2
CC1=COC(=O)[C@@H]2[C@@H](C)CC[C@@H]12	-4	-4	-10	1	6	10
CCOC(=O)c1ccc(CSc2ccccc2)cc1	17	43	31	24	55	30

Full records, quoted from the list. Order of values: mec2-1 | mlh1 rad18 | sgs1 mgt1 | yeast rad50 | bub3 | cln2 rad14
Profile of Cc1ccc(S(=O)(=O)n2cnc(CC(NC(=O)C3CCC(=O)N3C(=O)OCc3ccccc3)C(=O)N3CCCC3C(=O)NN)c2)cc1 (stereo not given) : -43 | -18 | -31 | -39 | -31 | -10
Profile of CC(=O)Oc1cc2c(cc1C(NC(N)=O)c1ccc3c(c1)OCO3)OCO2 (stereo not given) : 3 | 12 | 2 | 2 | 16 | -11
Profile of Cc1[nH]c(=O)oc1C : 6 | -1 | -1 | -8 | 5 | 3
Profile of CC1(C)C(CC(=O)O)CC1C(=O)O (stereo not given) : -1 | -1 | -27 | 10 | -35 | 11

(next part)
SMILES	mec2-1	mlh1 rad18	sgs1 mgt1	yeast rad50	bub3	cln2 rad14
C(=C/c1ccc(-c2ccccc2)cc1)/c1ccc(-c2ccccc2)cc1	-13	-2	11	-4	24	-23
COc1ccc(C2COc3cc(OC(C)=O)c(OC(C)=O)cc3C2)cc1 (stereo not given)	96*	97*	95*	96*	97*	95*
Cc1ccc(C)c(C(=N)c2ccccc2Cc2ccccc2)c1	97*	98*	98*	98*	97*	93*
Cc1c(-c2ccc(C(=N)N)cc2)oc(-c2ccc(C(=N)N)cc2)c1C	90*	84*	88*	89*	86*	89*
C=C[C@]1(C)CC[C@]2(C)C(CC[C@@]3(C)C2C[C@H](O)[C@H](O)[C@@]3(C)O)C1 (stereo not given in full)	25	21	0	19	7	13
CNCC(=O)Nc1ccc2c(c1)C(=O)c1ccc(NC(=O)CNC)cc1C2=O	14	24	19	12	-12	-2
CCOC(=O)CS(=O)(=O)CS(=O)(=O)CC(=O)OCC	8	7	8	10	10	6
O=C1OCC/C1=C\c1ccc[nH]1	13	5	2	4	-1	8
O=C(O)C(=O)/C=C\c1ccc(Cl)cc1	6	29	0	-15	1	2
Cc1cc(O)c(Sc2c(O)cc(C)cc2C(C)(C)C)c(C(C)(C)C)c1	-17	14	12	12	15	-3
COC(=O)c1cn2ccc3ccccc3c2c1C(=O)OC	2	16	9	-4	-16	0
C=CCC(CNC(C)=O)(C1=CCCCC1)c1ccccc1 (stereo not given)	13	13	13	2	17	20
CC[N+]1(CN2CCCCC2)CCCCC1	-3	38	4	18	-23	-7
CC[n+]1c(/C=C/c2cc(C(=O)OC)n3c2sc2ccccc23)sc2ccccc21	99*	99*	99*	99*	99*	98*
CC(C)CC1NC(=O)C(NC(=O)c2ncccc2O)C(C)OC(=O)C(c2ccccc2)N(C)C(=O)C(C)NC(=O)C(C(C)C(C)C)N(C)C(=O)CN(C)C(=O)C2CC(O)CN2C1=O (stereo not given)	4	-2	19	16	-11	3
CCCCOC(=O)Nc1ccc(C)c(NC(=O)OCCCC)c1	94*	94*	89*	90*	95*	92*
CC(C)(C)OC(=O)NC(Cc1ccccc1)C(=O)NC(Cc1ccccc1)C(=O)NCC(=O)OCc1ccccc1 (stereo not given)	-7	6	-6	-13	1	12
COc1cc(Cc2nnc(N)[nH]c2=O)cc(OC)c1OC	6	-7	-3	-9	-9	-10
CC(C)CSc1nc2ccc(NC(=O)/C=C/C(=O)O)cc2s1	20	23	37	21	3	15
N#CCc1nc(-c2cc3c(ccc4ccccc43)oc2=O)cs1	-6	-21	-6	10	-13	8
O=C(N=Nc1cc(Cl)ccc1Cl)NNc1cc(Cl)ccc1Cl	78*	69	66	74*	60	72*
COc1ccc(-c2nnc3n(C)c4ccccc4n3c2=O)cc1	9	-23	16	3	23	26
Cc1cccc(Cl)c1NC(=O)Nc1cccc(C#N)c1	-20	11	16	16	18	16
C=CC[C@]12CC(=O)OC(C=CC13OCCO3)C2	-3	6	-11	13	22	17
O=C(Nc1cccc(C(F)(F)F)c1)c1cc(Br)cc(Br)c1O	63	64	77*	83*	69	68
COCCOCCOCCOCCOCCOCCOCCOCCOCCOCCOCCOCCOCCOCCn1cc(F)c(=O)[nH]c1=O	-13	-10	-9	-2	-12	-22
CCOC(=O)C1=C(C(=O)c2ccc(C)cc2)C(c2c(Cl)cccc2Cl)C(C(=O)c2ccc(C)cc2)=C(C(=O)OCC)N1	21	38	38	18	55	44
CCCCCCCCCC(=O)NN=C(C)C	83*	91*	-3	93*	88*	88*
CCCC(CC)c1ccc(OCC(=O)O)cc1 (stereo not given)	44	40	37	32	25	31
O=c1[nH]cc(F)c(=O)n1C1OC(CO)C(O)C1O (stereo not given)	-6	2	-17	-1	3	-4
CC(=O)C1CCC2C1(C)CC1OC13C21C=CC2(CC(O)CCC23C)C2C(=O)OC(=O)C21 (stereo not given)	92*	99*	99*	99*	96*	100*
S=c1c2ccccc2[nH]c2ccccc12	63	86*	61	89*	89*	75*
NC(=S)N/N=C/c1nc2c3cccnc3ccc2n1Cc1ccccc1	3	-6	3	-1	12	3
Cc1c(F)cc(I)cc1[N+](=O)[O-]	-9	-17	-11	-4	1	7
N#Cc1[nH]nc2nc[nH]c(=O)c12	-15	5	-11	-16	4	-10
CC(C)(C)C(=O)/C=C(\OB(F)F)C(C)(C)C	-5	5	-9	2	-16	27
CCOC(=O)C1=C(C(C)=O)C(c2ccc([N+](=O)[O-])cc2)C(C(C)=O)=C(C(=O)OCC)N1	5	-9	-22	-15	-2	3
Nc1ccc(C(=O)N/N=C/c2ccccc2O)cc1	13	19	4	17	0	8
CCN(CC)C(C)(C)C(=O)/C=C/c1ccc(C)cc1	-4	43	-16	5	6	12
C/C=C/C1OC(C)CC(C)(C)O1 (stereo not given)	9	-8	-4	2	16	-1
CC(C)(Sc1cc(C(C)(C)C)c(O)c(C(C)(C)C)c1)Sc1cc(C(C)(C)C)c(O)c(C(C)(C)C)c1	13	26	9	20	38	-9
O=C(OCCCCCCCCOC(=O)c1cccc([N+](=O)[O-])c1)c1cccc([N+](=O)[O-])c1	12	5	12	21	-6	8
CCCCOC(=O)c1cc2ccccc2oc1=O	10	34	25	35	27	16
C#CCOC(=O)C(N)CC(N)=O (stereo not given)	-22	-17	-41	-14	-27	-12
CCCCN(CCCC)C(=O)c1ccc(Cl)cc1Cl	98*	98*	98*	98*	97*	96*

A draw from above in order of length of the SMILES, ascending.
SMILES	mec2-1	mlh1 rad18	sgs1 mgt1	yeast rad50	bub3	cln2 rad14
C#CCOC(=O)C(N)CC(N)=O (stereo not given)	-22	-17	-41	-14	-27	-12
CC(=O)C1CCC2C1(C)CC1OC13C21C=CC2(CC(O)CCC23C)C2C(=O)OC(=O)C21 (stereo not given)	92*	99*	99*	99*	96*	100*
CCOC(=O)C1=C(C(C)=O)C(c2ccc([N+](=O)[O-])cc2)C(C(C)=O)=C(C(=O)OCC)N1	5	-9	-22	-15	-2	3

Additional compounds follow:
SMILES	mec2-1	mlh1 rad18	sgs1 mgt1	yeast rad50	bub3	cln2 rad14
O=C1c2ccccc2COC12OCc1ccccc12 (stereo not given)	1	6	5	4	0	-40
Cc1c(N2CCOCC2)nc2ccc(Cl)cc2c1-c1ccccc1	11	53	41	51	51	14
CN(C)CCC(C)(C(=O)CBr)c1ccccc1 (stereo not given)	2	8	-8	-6	-1	-11
COC(=O)c1cc([N+](=O)[O-])cc([N+](=O)[O-])c1Cl	93*	92*	94*	91*	93*	92*
CCN1CCCC(=O)C1	-10	2	4	0	-12	18
O=C1C(=Cc2ccco2)C(=O)C2CCCCC12 (stereo not given)	-9	14	-11	7	2	13
CSc1ccc(C2OC(=O)c3ccccc32)c2ccccc12 (stereo not given)	-12	5	21	20	-15	8
Cc1ccc(-c2n[nH]c(=O)n2N2C(=O)C=CC2=O)cc1	-21	-60	-26	-9	-15	-1
CCSC1C(O)OC(CO)C(O)C1O (stereo not given)	11	1	-2	-14	-5	-29
O=c1n(CC2CO2)c(=O)n(CC2CO2)n1CC1CO1 (stereo not given)	-6	-9	1	17	-27	8
COc1cc(C)c(C(=O)c2ccccc2N)cc1OC	20	-18	-20	-11	11	5
N#Cc1c2c([nH]c(=O)c1C#N)CCCC2	10	-23	3	16	-9	9
CCCCCCCCCCCCCCCCN=C1C=Cc2ccccc2C1=NCCCCCCCCCCCCCCCC	6	4	12	0	6	12
CC(=O)Nc1ccc(C2CC(c3ccc([N+](=O)[O-])cc3)=Nc3ccccc3S2)cc1 (stereo not given)	25	50	34	33	14	18
CCCCCC1=CC(=O)C=C(OC)C12C(=O)Oc1cc(O)c(C(=O)O)c(CCCCC)c12 (stereo not given)	37	34	28	32	19	48

Next part, starting with the last two of the part before.
SMILES	mec2-1	mlh1 rad18	sgs1 mgt1	yeast rad50	bub3	cln2 rad14
CC(=O)Nc1ccc(C2CC(c3ccc([N+](=O)[O-])cc3)=Nc3ccccc3S2)cc1 (stereo not given)	25	50	34	33	14	18
CCCCCC1=CC(=O)C=C(OC)C12C(=O)Oc1cc(O)c(C(=O)O)c(CCCCC)c12 (stereo not given)	37	34	28	32	19	48
Cn1c(COC(=O)NC2CCCCC2)c(COC(=O)NC2CCCCC2)c2ccc3ccccc3c21	20	-14	-5	11	-16	-15
CCOc1nc(OCC)nc(-c2cccn2-c2ccccc2)n1	60	80*	·	70*	·	·
COc1ccc(OC)c2cc3c(cc12)C(=O)C(C)=C(C)C3=O	-3	8	11	6	-1	-30
N#CC(C#N)=CC(C#N)C#N	-4	-12	-12	-10	5	-65
Cc1cc2cc3c(c(C(=O)O)c2o1)C(=O)c1ccccc1C3	2	23	18	21	9	-1
CC(=O)OC(COC(=O)c1ccccc1)C(OC(C)=O)C(OC(C)=O)C(COC(=O)c1ccccc1)OC(C)=O (stereo not given)	2&-8	17&5	-10&-8	4&4	-3&-3	-21&-19
CC(CC(=O)O)C(C)C(=O)O (stereo not given)	-4	-13	-6	-8	0	-8
COC(=O)C1C(O)C(C)C(O)C(C)(O)C=C(C)C2=C3C(=C(C)C(=O)c4c(O)c(c(C)c(OC(C)=O)c43)NC(=O)C(C)=C/C=C\C(C)(O)C(O)C(C)C1O)OCO2 (stereo not given)	2	6	1	14	4	-2
COc1ccc(C(=O)Nc2ccccc2C#N)cc1	-4	-4	-9	0	2	-1
Cc1ccc(S(=O)(=O)Nc2ccccc2NS(=O)(=O)c2ccc(C)cc2)cc1	-6	34	13	8	11	7
O=C(O[C@H]1CCN2C[C@H]3C[C@H](CN4C(=O)CCC[C@H]34)[C@@H]2C1)c1ccc(O)cc1	-13	-70	-12	-12	-9	0
CCCC(=O)Nc1cc(C(=O)N2C[C@H]3C[C@@]34C2=CC(=O)c2[nH]cc(C)c24)n(COC)c1	59	70	68	44	6	41
COc1ccc(NC2=CC(=O)C(=O)c3ccccc32)nn1	5	-16	-20	-4	-2	-35
COc1ccc(N2C(=O)C3c4[nH]c5ccc(OC)cc5c4C4CCC(C(C)(C)C)CC4C3C2=O)cc1 (stereo not given)	13	20	-5	22	16	-24
Cc1cc2ccccc2c[n+]1CC(=O)CC([O-])(C(F)(F)F)C(F)(F)F	3	-15	-6	3	16	4
O=C(O)c1nc2cc(C(F)(F)F)ccc2nc1Nc1ccc(Cl)c(Cl)c1	80*	79*	49	86*	55	77*
O=c1[nH]c(-c2ccccc2)nc2c1CCS2	6	16	25	6	-8	8
CCCCC(CC)CCC(O)C(O)C(C)C (stereo not given) (tested in a mixture with another compound)	3	-15	-8	-4	-9	-14
